Screens as filed in PubChem BioAssay.
T cell HTS: modulators of CD8 T cell-vesicle binding, primary screen, mouse 2C CD8+ T cells, flow cytometry; 2C CD8+ T cell-vesicle binding; stronger effect = lower value; calls only at 7 µM; 330,000 compounds, 0.068% hits;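 active = response, share of CD8 T cells binding vesicles, and their 90th percentile fluorescence all below set limits, cut at about 80% in these data, passing the limit was not always enough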
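System: murine 2C transgenic CD8+ T lymphocytes; also added: QL9-loaded Drosophila micro-vesicles; times: binding 1.5 h at 37 °C; measured by: flow cytometry, PE anti-B7-1 (FL2) versus Alexa647 anti-CD8 (FL8), PFA-fixed; control set: Peptide-free naked vesicles (low) and QL9 vesicles with 0.7% DMSO vehicle (high)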
MT stabilize HCS: microtubule stabilizers in HeLa cells, primary screen, imaging, high-content imaging. % tubulin-high responders, % at 10 µM. HeLa tubulin immunostaining HCS, 24 h; share of cells brighter than vehicle mean+2SD. 200,000 compounds, 0.83% hits. AID 2205, 2009;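 active = plate Z-score above 3 for both tubulin-high and condensed-nucleus cell shares, with cell loss under 80%, at 10 µM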;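 note: anti alpha tubulin signal scored within the nucleus-defined area of each cell; some results filed as inactive read as strong as hits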
Dynein transport: inhibitors of GR-EGFP nuclear translocation, primary screen, dynein cargo transport inhibitor project, imaging, high-content, 3617.4 mouse cells; 220,000 compounds, 0.47% hits; test concentration mostly 20 µM; stimulated with dexamethasone, 1 µM; stronger effect = lower value; z-score, hits read low;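 active = plate z-score of nuclear minus cytoplasmic receptor signal below a set negative limit, without overly bright fluorescence or cell loss, cut at about -3.5 in these data, passing the limit was not always enough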;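 note: z-score of nuclear minus cytoplasmic ring GR-EGFP intensity difference per well; some compounds called inactive have numbers as strong as hits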
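Buffer or medium: tetracycline-free induction medium containing charcoal-stripped FBS / Reagent: dexamethasone agonist, 1.0 µM final, for 30 min / Technique: automated 10x imaging of fixed Hoechst-stained cells / Times: induction 48 h, compound 1 h, agonist 30 min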
Hep lipid drop: inhibitors of hepatocyte lipid droplet formation, primary screen, imaging, high-throughput imaging, BODIPY stain; AML12 mouse hepatocytes, oleate lipid droplets; inhibition, % at 6.5 µM; 240,000 compounds, 0.4% hits; AID 1656, 2009;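 active = lipid droplet intensity inhibited by at least 50%, with more than 500 cells counted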
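Material – mouse AML12 hepatocyte cell line, fixed after treatment · Compound dosing – one dose, 6.5 µM compound · Times – compound with oleate, overnight · Measured by – Image-based BODIPY and DAPI two-channel analysis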
Dynein transport cytoplasmic EGFP: also measured in Dynein transport; calls as there; z-score; measured here: cytoplasmic GR-EGFP intensity; stronger effect = higher value
Dynein transport nuclear GR-EGFP: further read-out of Dynein transport, marked with its call; z-score; measured here: nuclear GR-EGFP intensity;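 lower value marks the stronger effect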
Dynein transport cell count: recorded beside Dynein transport, whose call it bears; z-score; measured here: cell count per field
Hep lipid drop cells 6.5 µM: recorded beside Hep lipid drop, whose call it bears; cell count; measured here: cell count, cytotoxicity flag;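 cells counted across two imaged fields per well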
T cell HTS vesicle-bound %: also measured in T cell HTS; calls as there; double positive events, %; measured here: CD8+ vesicle-bound cell fraction;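 binding gate set so that unloaded-vesicle control wells show 10% double positive cells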
MT stabilize HCS Hoechst-high %: further read-out of MT stabilize HCS, marked with its call; % Hoechst-high responders; measured here: nuclear condensation Hoechst responders;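 share of cells brighter than vehicle mean plus two SD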
MT stabilize HCS cytotoxicity %: recorded beside MT stabilize HCS, whose call it bears; toxicity, %; measured here: cytotoxicity by cell density;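 0% = mean cell density of plate MIN control wells and 100% = no cells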
Numbers without * were called inactive; i = inactive; . = no result given. The list is partial; count on the stated rates, not on these rows.

SMILES	T cell HTS	T cell HTS vesicle-bound %	MT stabilize HCS	Dynein transport	Hep lipid drop	Hep lipid drop cells 6.5 µM	others
Cc1[nH]n(-c2ccc([N+](=O)[O-])cc2)c(=O)c1N=Nc1nc2ccccc2s1	.	.	6.0	0.89	.	.	Dynein transport cytoplasmic EGFP=-0.15;Dynein transport nuclear GR-EGFP=0.34;Dynein transport cell count=-0.77;MT stabilize HCS Hoechst-high %=2.2;MT stabilize HCS cytotoxicity %=8.1
COc1ccc(OC)c(NC(=O)c2cnc3ccccn3c2=O)c1	.	.	3.4	3.4	.	.	Dynein transport cytoplasmic EGFP=-0.09;Dynein transport nuclear GR-EGFP=2.7;Dynein transport cell count=-1.8;MT stabilize HCS Hoechst-high %=0.6;MT stabilize HCS cytotoxicity %=83
Cc1c2c(n3c(nc4ccccc43)c1C#N)N(Cc1cccnc1)CC2	.	.	3.9	0.05	.	.	Dynein transport cytoplasmic EGFP=-0.16;Dynein transport nuclear GR-EGFP=0.57;Dynein transport cell count=-1.5;MT stabilize HCS Hoechst-high %=2.5;MT stabilize HCS cytotoxicity %=2.7
N#Cc1cc2c(=O)n3ccccc3nc2n(Cc2cccnc2)c1=N	.	.	0.9	0.38	.	.	Dynein transport cytoplasmic EGFP=0.88;Dynein transport nuclear GR-EGFP=0.6;Dynein transport cell count=0.21;MT stabilize HCS Hoechst-high %=1.7;MT stabilize HCS cytotoxicity %=5.6
O=C(O)c1ccc2c(=O)n3c(nc2c1)/C(=C/c1ccc(F)cc1)CC3	i	55	.	.	-11	844
CC(C)c1nnc(NC(=O)C2CCN(C(=O)c3ccco3)CC2)s1	i	38	.	.	0	837
CCN(CC)CCCNc1nc(SC)nc2sc3c(c12)CCN(C)C3	i	21	.	.	-1	802
COc1ccccc1OC(C)C(=O)N1CCN(Cc2ccc3c(c2)OCO3)CC1 (centres undefined)	i	23	.	.	6	779
COc1ccc(OC)c(NC(=O)N2CCc3ccccc3C2)c1	i	57	.	.	36	672
N#Cc1cccc(C(=O)Nc2cccc(S(=O)(=O)N3CCCC3)c2)c1	i	37	.	.	1	847
c1coc(-c2nnc(-c3ccco3)nn2)c1	i	36	.	.	0	843
COc1ccc(C(=O)C[n+]2cccc3cc(OC)ccc32)cc1	i	14	.	.	-8	778
O=C(CSc1nnc(COc2ccc(Cl)cc2)o1)NC1CC2CCC1C2 (centres undefined)	i	18	.	.	15	848
Fc1ccc(OCCCCCn2ccnc2)cc1	i	52	.	.	16	835
O=C(Cc1c[nH]c2ccccc12)NCc1ccncc1	i	22	.	.	1	838
COc1ccc(CCC(=O)N2CCN(c3ccc([N+](=O)[O-])cc3)CC2)cc1OC	i	39	.	.	-9	782
O=C(NCC1CCCO1)C(=O)N/N=C\c1ccc2c(c1)OCO2 (centres undefined)	i	41	.	.	-28	702
CC(=O)N1CCN(c2ccc(NC(=O)c3ccc([N+](=O)[O-])o3)cc2Cl)CC1	i	17	.	.	-43	724
CSc1ccccc1NC(=O)C1=COCCO1	i	38	.	.	8	816
COc1ccc(OCC(=O)Nc2ccc3oc(=O)ccc3c2)cc1	i	16	.	.	-6	664
Cc1ccc(S(=O)(=O)N(CC(=O)Nc2cccnc2)c2ccc(Br)cc2)cc1	i	24	.	.	22	753
COc1ccc2[nH]cc(CCNC(=O)c3ccc4ccccc4n3)c2c1	i	61	.	.	2	804
O=C(N/N=C(\c1ccccc1)c1ccccn1)c1ccccc1Cl	i	7	.	.	-10	762
O=C(NC(=S)NC1CCCCC1)c1ccc(F)cc1	i	17	.	.	-4	839
CCOc1cc(-c2noc(CCC(=O)NCCc3ccccc3)n2)ccc1OC	i	52	.	.	-2	860
O=C(N/N=C/c1cc(Br)cc([N+](=O)[O-])c1O)c1ccc(NC(=O)c2ccc(F)cc2)cc1	i	28	.	.	-5	716
COc1ccc(S(=O)(=O)NCc2cccnc2)cc1NC(=O)c1ccccc1	i	21	.	.	8	687
COc1ccccc1N1CCN(C2CCCN(C(=O)CCC(=O)N(C)C)C2)CC1 (centres undefined)	i	37	.	.	3	825
COc1cccc(NC(=O)CCC(=O)Nc2ccc3nc(N4CCOCC4)cc(C)c3c2)c1	i	48	.	.	14	798
O=C(CSc1n[nH]c(-c2ccccn2)n1)Nc1cccc(Cl)c1	i	35	.	.	-2	672
COc1ccc(CCNC(=O)c2ccc3c(c2)OCO3)cc1	i	17	.	.	-12	816
C=CCN(C(=O)c1csnn1)C(C(=O)NCc1ccc(F)cc1)c1cccs1 (centres undefined)	i	9	.	.	-44	718
Cc1cc2occ(CC(=O)NNC(=O)c3ccccc3F)c2cc1C	i	12	.	.	1	781
O=C(CN1CCC(NC(=O)C2CC2)CC1)Nc1cccc(F)c1	i	11	.	.	-6	809
COc1cccc(/C=N/NC(=O)CNC(=O)C(c2ccccc2)c2ccccc2)c1O	i	23	.	.	4	831
O=C(/C=C/c1ccccc1[N+](=O)[O-])Oc1ccccc1	i	30	.	.	-3	801
O=C(NC1CCCC1)c1ccc(Cl)s1	i	9	.	.	0	806
Cc1ccc(OCCNC(=O)c2cccc(C)c2)cc1	i	61	.	.	-12	793
CC(C)c1ccc(S(=O)(=O)c2cnc(=S)[nH]c2N)cc1	i	12	.	.	0	782
Cn1c(SCc2ccc(Br)cc2)nc2ccccc2c1=O	i	52	.	.	15	788
CSc1nc(NCCCN(C)C)c2c3c(sc2n1)CN(C)CC3	i	17	.	.	-12	790
O=C(Nc1cc(-c2nc3ncccc3o2)ccc1Cl)c1ccc([N+](=O)[O-])o1	i	41	.	.	-15	719
O=C(c1cc2ccccc2s1)N1CCN(c2ccccn2)CC1	i	5	.	.	1	850
COCCCNC(=O)Cc1c(C)c2c(cc(C)c3c(C(C)(C)C)coc32)oc1=O	i	47	.	.	-134	512
O=C(Nc1ccccc1)c1cccc(C(=O)Nc2ccccc2)n1	i	68	.	.	0	815
O=C(NNS(=O)(=O)c1ccccc1)c1ccc(F)cc1	i	51	.	.	-2	812
C=CCn1c2ccccc2c(=O)c2cc(C#Cc3ccsc3)ccc21	i	18	.	.	-2	727
COc1ccc(C2=NOC(C(=O)NCc3cccnc3)C2)cc1OC (centres undefined)	i	67	.	.	-4	817
COc1ccc2oc(C(=O)Nc3ccccn3)c(C)c2c1	i	12	.	.	-3	791
CCCc1cnc(N2CCN(C(=O)c3ccc(F)cc3)CC2)nc1	i	40	.	.	2	740
CCS(=O)(=O)C1=NN2C(=N)/C(=C\c3ccc(OS(=O)(=O)c4ccccc4)c(OC)c3)C(=O)N=C2S1	i	53	.	.	12	746
COCc1cc(=O)[nH]c(SCC(=O)N2CCOCC2)n1	i	4	.	.	-11	833
COc1cc(C(=O)NCCCc2ccccc2)cc(OC)c1OC	i	28	.	.	0	808
C/C(CC(=O)Nc1cc(C)ccn1)=N\NC(=O)c1cccc(C)c1O	i	22	.	.	0	834
COc1ccc(CN2CCCC(C(=O)N3CCCCC3)C2)c(OC)c1 (centres undefined)	i	35	.	.	11	854
O=C(COC(=O)c1ccc(Cl)cc1[N+](=O)[O-])NC(=O)c1ccccc1	i	55	.	.	10	850
CN(C)c1ccc(NC(=O)CSc2nnc(-c3ccco3)c(-c3ccco3)n2)cc1	i	27	.	.	-5	821
O=C(O)C(=O)/C(=C\c1ccsc1)c1ccc2ccccc2n1	i	23	.	.	2	823
CCOC(=O)C1CCN(Cc2ccccn2)CC1	i	54	.	.	0	812
Cc1ccc(N(CC2CO2)S(=O)(=O)c2ccc([N+](=O)[O-])cc2)cc1 (centres undefined)	i	30	.	.	-9	724

(cont.)
SMILES	T cell HTS	T cell HTS vesicle-bound %	MT stabilize HCS	Dynein transport	Hep lipid drop	Hep lipid drop cells 6.5 µM	others
Cc1cc(F)ccc1S(=O)(=O)Nc1ccc(O)c(Sc2ncn[nH]2)c1	i	32	.	.	-3	772
COCCn1c(COc2cccc(OC)c2)nnc1SCC(=O)NC1CCCC1	i	44	.	.	6	806
COc1ccc(CS(=O)(=O)CC(C)(O)c2ccc(Cl)cc2)cc1 (centres undefined)	i	52	.	.	-9	831
O=Cc1coc2c(ccc3ccccc32)c1=O	i	47	.	.	1	827
C=CCNC(=O)CSc1nc2sc3c(c2c(=O)n1CCC)CCC3	i	24	.	.	2	777
COc1cc2ccccc2cc1C(=O)Nc1cc(C)ccn1	i	14	.	.	4	839
CCOC(=O)c1c(-c2ccccc2)oc2ccc(OCC(O)CNCCN(C)C)cc12 (centres undefined)	i	20	.	.	-39	833
COc1cc(/C=C2/C(=O)NN(c3ccc(Cl)cc3)C2=O)cc(OC)c1O	i	31	.	.	21	851

3 records picked at random from those above:
SMILES	T cell HTS	T cell HTS vesicle-bound %	MT stabilize HCS	Dynein transport	Hep lipid drop	Hep lipid drop cells 6.5 µM	others
COc1ccc(CS(=O)(=O)CC(C)(O)c2ccc(Cl)cc2)cc1 (centres undefined)	i	52	.	.	-9	831
COc1cc(/C=C2/C(=O)NN(c3ccc(Cl)cc3)C2=O)cc(OC)c1O	i	31	.	.	21	851
Cc1cc(F)ccc1S(=O)(=O)Nc1ccc(O)c(Sc2ncn[nH]2)c1	i	32	.	.	-3	772

A stretch taken from the entries so far, as a working copy:
SMILES	T cell HTS	T cell HTS vesicle-bound %	MT stabilize HCS	Dynein transport	Hep lipid drop	Hep lipid drop cells 6.5 µM	others
Cc1ccc(N(CC2CO2)S(=O)(=O)c2ccc([N+](=O)[O-])cc2)cc1 (centres undefined)	i	30	.	.	-9	724
Cc1cc(F)ccc1S(=O)(=O)Nc1ccc(O)c(Sc2ncn[nH]2)c1	i	32	.	.	-3	772
COCCn1c(COc2cccc(OC)c2)nnc1SCC(=O)NC1CCCC1	i	44	.	.	6	806
COc1ccc(CS(=O)(=O)CC(C)(O)c2ccc(Cl)cc2)cc1 (centres undefined)	i	52	.	.	-9	831
O=Cc1coc2c(ccc3ccccc32)c1=O	i	47	.	.	1	827
C=CCNC(=O)CSc1nc2sc3c(c2c(=O)n1CCC)CCC3	i	24	.	.	2	777
